Assay outcomes: PubChem, Sanford-Burnham Center for Chemical Genomics
697 NFkB inh = lowers PMA/ionomycin-induced NF-kB signal in 697 B cells. inhibition, % at 4 µM. AID 435022. 697 B-cell NF-kB luciferase reporter, 16 h. hit rate 0.33% among 330,000; in the data active = inhibition above about 35%
UPR CHOP act = apoptotic UPR (CHOP) activation; CHO-CHOP luciferase reporter, luminescence; percent of tunicamycin response over DMSO baseline; activation, % at 10 µM; hit rate 0.34% among 330,000;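 active = at 10 µM dose, activation of 40% or more, normalized to positive control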;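 also: 100% = tunicamycin at 10 µg/mL and 0% = DMSO alone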
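System: CHO CHOP reporter cells. Amount: 500 cells per well. Buffer or medium: F12 medium, 10% FBS. Compound dosing: one dose, 10 µM in 0.5% DMSO. Incubation: 6 h compound exposure at 37 °C after overnight seeding. Technique: Steady-Glo luciferase luminescence. Benchmarks: tunicamycin and DMSO controls.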
tim10-1 inh = inhibits growth of tim10-1 mutant yeast; hit rate 2.2% among 330,000; S. cerevisiae tim10-1 ts strain growth, BacTiter-Glo, 24 h; inhibition, % at 20 µM;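 active = inhibition of at least 40%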;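 also: mutant grown at 25 °C; 0% = DMSO wells with yeast and 100% = wells holding no yeast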
Jurkat NFkB inh = lowers PMA/ionomycin-induced NF-kB signal in Jurkat cells. PMA/ionomycin-induced NF-kB luciferase reporter, luminescence. inhibition, % at 4 µM. hit rate 0.53% among 330,000; in the data active = inhibition above about 50%
TIM10 inh = inhibits growth of TIM10 yeast strain; S. cerevisiae TIM10 strain growth, BacTiter-Glo luminescence, 24 h; inhibition, % at 10 µM; hit rate 1.4% among 330,000; AID 463195;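 active = inhibition of 40% or more at the single tested concentration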;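 also: wild-type TIM10 isogenic control strain grown at permissive 25 °C; 0% = DMSO yeast wells and 100% = minimal medium wells without yeast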
XBP1 UPR activ = activators of adaptive arm of unfolded protein response (XBP1); CHO-XBP1 luciferase reporter, IRE1-XBP1 UPR activation, luminescence; percent of tunicamycin response, DMSO as zero; activation, % at 20 µM; hit rate 0.33% among 330,000;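 active = versus positive control, 20 µM dose yields 30% or more activation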;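 also: 100% = tunicamycin at 10 µg/mL and 0% = DMSO only wells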
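Assay system: CHO-XBP1 luciferase reporter cells; Schedule: 6 h treatment, 37 °C; Detection: glow luminescence from Steady-Glo reagent; Benchmarks: high control tunicamycin 10 µg/mL final, low control DMSO vehicle only.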
Mdm2 MdmX PPI = inhibitors of human Mdm2/MdmX interaction. AID 485346. hit rate 3% among 330,000. SaOS-2 split-luciferase Mdm2/MdmX complementation, luminescence. O15151+Q00987. inhibition, % at 8 µM;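 active = inhibition of at least 50% at 8 µM in the primary screen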
Target sequence (O15151 whole entry, looked up): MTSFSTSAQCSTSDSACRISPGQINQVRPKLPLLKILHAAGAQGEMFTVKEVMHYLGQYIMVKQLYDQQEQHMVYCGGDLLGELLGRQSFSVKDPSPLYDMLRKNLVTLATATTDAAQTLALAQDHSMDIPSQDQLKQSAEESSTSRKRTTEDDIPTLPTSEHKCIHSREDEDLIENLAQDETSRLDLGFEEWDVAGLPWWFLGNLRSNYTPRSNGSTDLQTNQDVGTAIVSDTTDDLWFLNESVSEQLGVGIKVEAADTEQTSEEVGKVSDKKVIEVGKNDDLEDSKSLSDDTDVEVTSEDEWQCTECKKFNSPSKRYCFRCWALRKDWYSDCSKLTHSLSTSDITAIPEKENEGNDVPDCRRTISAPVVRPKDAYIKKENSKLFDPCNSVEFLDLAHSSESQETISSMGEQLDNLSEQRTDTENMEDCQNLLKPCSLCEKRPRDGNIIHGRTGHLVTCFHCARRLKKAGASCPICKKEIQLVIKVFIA
Target sequence (Q00987 whole entry, looked up): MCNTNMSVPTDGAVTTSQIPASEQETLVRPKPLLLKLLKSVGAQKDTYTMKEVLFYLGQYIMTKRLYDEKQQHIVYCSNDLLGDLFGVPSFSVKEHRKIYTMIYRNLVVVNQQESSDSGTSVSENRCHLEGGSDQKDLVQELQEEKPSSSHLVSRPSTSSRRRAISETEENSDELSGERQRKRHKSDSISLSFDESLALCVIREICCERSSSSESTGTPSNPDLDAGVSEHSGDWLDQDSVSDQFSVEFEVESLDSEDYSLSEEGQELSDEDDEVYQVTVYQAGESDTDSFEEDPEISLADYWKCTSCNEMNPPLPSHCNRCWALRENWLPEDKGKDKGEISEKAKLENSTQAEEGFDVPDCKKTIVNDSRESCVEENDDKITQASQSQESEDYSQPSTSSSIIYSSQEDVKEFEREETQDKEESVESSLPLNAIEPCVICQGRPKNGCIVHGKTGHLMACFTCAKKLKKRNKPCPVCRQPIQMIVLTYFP
tim23-1 inh = growth inhibitors of tim23-1 mutant yeast | inhibition, % at 20 µM | S. cerevisiae tim23-1 growth, BacTiter-Glo luminescence, 24 h | hit rate 1.3% among 330,000;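 active = growth inhibition of the mutant yeast at or above 50%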;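 also: temperature-sensitive mutant grown at 25 °C; plate controls were DMSO-treated mutant yeast for no effect and medium wells lacking yeast for full effect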
Active calls of the source: *.

[1] COc1ccc(/C=N/NC(=O)CN2CCS(=O)(=O)CC2)cc1
[2] Cc1ccn2c(NC(=O)c3ccccc3)c(-c3ccccc3)nc2c1
[3] COc1ccc(C)cc1N(C(=O)c1ccc(F)cc1)c1nc2ccccc2s1
[4] CCOC(=O)CCC(=O)Nc1ccc(S(=O)(=O)N2CCc3ccccc32)cc1
[5] O=C(Nc1ccc(F)cc1F)c1ccc2ncsc2c1
[6] CCCS(=O)(=O)N1CCN(Cc2ccccc2[N+](=O)[O-])CC1
[7] CS(=O)(=O)N(CC(=O)NCCSCc1ccccc1Cl)c1ccccc1F
[8] Cc1cc(C)nc(N/N=C/c2sccc2C)n1
compound no.	1	2	3	4	5	6	7	8
697 NFkB inh	5	7	-25	7	-138	11	-12	-6
UPR CHOP act	1.0	3.7	0.8	-0.7	3.2	-1.7	0.0	4.2
tim10-1 inh	-13	2	9	22	7	7	8	4
Jurkat NFkB inh	-4	-1	1	7	-33	14	0	-12
TIM10 inh	-18	2	20	19	9	-2	9	-11
XBP1 UPR activ	-3	-5	-2	-5	2	0	-5	-1
Mdm2 MdmX PPI	-2	-16	16	14	-51	6	15	-12
tim23-1 inh	-5	17	34	20	3	12	11	6

[9] CCO[C@@H]1OC(C(=O)O)=C[C@H](c2cn(C(C)=O)c3ccccc23)[C@H]1CCCO
[10] CC(C)(C)NC(=O)Cn1c(SCC(N)=O)nc2ccccc21
[11] COc1ccccc1CN1CC(C(=O)N2CCOCC2)CCC1=O (centres undefined)
[12] CC1CN(S(=O)(=O)c2ccc(C(=O)OCc3ccc(C#N)cc3)cc2)CC(C)O1 (centres undefined)
[13] CCOC(=O)COc1cccc2c(=O)n(CC(=O)N3CCN(C(=O)OCC)CC3)ccc12
[14] CC1Cc2cc(/C(O)=C3/C(=O)C(=O)N(CCCn4ccnc4)C3c3ccco3)ccc2O1 (centres undefined)
[15] COc1ccc2[nH]c3c(c2c1)CCNC3(C)CCc1ccc(Cl)nc1 (centres undefined)
[16] CSc1ccc(/C=N/NC(=O)c2cc(O)cc(O)c2)cc1
compound no.	9	10	11	12	13	14	15	16
697 NFkB inh	1	-2	19	8	13	-14	12	-24
UPR CHOP act	1.0	-1.0	-1.5	-2.2	-0.6	2.5	-1.1	2.1
tim10-1 inh	11	-1	-19	5	-23	6	5	14
Jurkat NFkB inh	8	-5	-8	0	5	-33	11	-18
TIM10 inh	11	8	-4	8	2	-11	2	3
XBP1 UPR activ	-1	-3	-3	-2	0	-3	-6	3
Mdm2 MdmX PPI	8	13	21	15	22	26	3	-28
tim23-1 inh	13	-12	-10	-3	-2	-2	-15	9

[17] C=CCNC(=O)COc1ccc(Br)cc1Cl
[18] C/C(CC(=O)Nc1ccc2c(c1)OCCO2)=N\NC(=O)c1ccccn1
[19] CC(NC(=S)Nc1ccc(S(=O)(=O)N2CCOCC2)cc1)C1CC2CCC1C2 (centres undefined)
[20] COC(=O)C1CCCCN1C(=O)c1ccc2oc(C(C)C)nc2c1 (centres undefined)
[21] CCc1nnc(NC(=O)C2CCN(c3nc(C)cc(C)n3)CC2)s1
[22] CCOC(=O)/C=C/C(=O)Nc1ccc(S(=O)(=O)N2CCc3ccccc32)cc1
[23] COc1nc(OC)nc(N2CCC(C(=O)NC3CCCCCC3)CC2)n1
[24] Cc1ccc(Cn2c(N)c(S(=O)(=O)c3cccs3)c3nc4ccccc4nc32)cc1
compound no.	17	18	19	20	21	22	23	24
697 NFkB inh	-1	-6	-30	-6	-1	13	2	6
UPR CHOP act	5.2	1.8	1.0	2.4	-0.7	5.6	-2.7	4.9
tim10-1 inh	-3	3	49*	11	12	37	24	3
Jurkat NFkB inh	-26	-3	1	-25	-10	20	13	11
TIM10 inh	-7	28	24	7	12	22	14	-5
XBP1 UPR activ	-1	-5	2	-3	0	-1	0	0
Mdm2 MdmX PPI	-34	16	26	-2	15	47	-12	20
tim23-1 inh	-6	3	42	14	-3	31	7	14

[25] N#CCCC(CCC#N)C1=NCCc2ccccc21
[26] O=C(COC(=O)c1ccncc1)Nc1cccc(Cl)c1
[27] COc1ccc(Br)cc1CN(C)C(=O)c1cc(Cl)c2c(c1)OCCO2
[28] COCCN=C1OC(=O)N2C(=O)C3=C4[C@@H](C[C@H]5C(=O)N(c6ccccc6)C(=O)[C@H]5[C@H]4[C@@]12Cc1ccccc1)[C@H]1C(=O)N(c2ccccc2)C(=O)[C@H]1[C@H]3C
[29] CCC(Sc1ncccc1C(=O)Oc1cccc([N+](=O)[O-])c1)C(=O)Nc1ccccc1OC (centres undefined)
[30] CCOc1ccc(C(=O)SC2=NCCS2)cc1
[31] CC1(c2nnc(Cc3ccccc3)o2)CC(c2ccc(OC(F)(F)F)cc2)=NO1 (centres undefined)
[32] O=c1[nH]c2ccccc2n1Cc1ccc(F)cc1
compound no.	25	26	27	28	29	30	31	32
697 NFkB inh	10	-5	4	19	5	2	-4	5
UPR CHOP act	1.2	0.4	2.4	-2.6	0.8	-1.2	-2.1	-0.9
tim10-1 inh	8	-16	1	-4	30	10	28	-28
Jurkat NFkB inh	16	5	9	5	20	10	5	-2
TIM10 inh	0	4	13	-5	22	14	-1	-5
XBP1 UPR activ	-2	0	5	-1	-2	-3	-5	0
Mdm2 MdmX PPI	-11	15	11	7	11	13	14	16
tim23-1 inh	0	11	31	0	33	48	18	1

Reformatted with tabs: nine of the compounds above.
nr	Molecule	697 NFkB inh	UPR CHOP act	tim10-1 inh	Jurkat NFkB inh	TIM10 inh	XBP1 UPR activ	Mdm2 MdmX PPI	tim23-1 inh
24	Cc1ccc(Cn2c(N)c(S(=O)(=O)c3cccs3)c3nc4ccccc4nc32)cc1	6	4.9	3	11	-5	0	20	14
25	N#CCCC(CCC#N)C1=NCCc2ccccc21	10	1.2	8	16	0	-2	-11	0
26	O=C(COC(=O)c1ccncc1)Nc1cccc(Cl)c1	-5	0.4	-16	5	4	0	15	11
27	COc1ccc(Br)cc1CN(C)C(=O)c1cc(Cl)c2c(c1)OCCO2	4	2.4	1	9	13	5	11	31
28	COCCN=C1OC(=O)N2C(=O)C3=C4[C@@H](C[C@H]5C(=O)N(c6ccccc6)C(=O)[C@H]5[C@H]4[C@@]12Cc1ccccc1)[C@H]1C(=O)N(c2ccccc2)C(=O)[C@H]1[C@H]3C	19	-2.6	-4	5	-5	-1	7	0
29	CCC(Sc1ncccc1C(=O)Oc1cccc([N+](=O)[O-])c1)C(=O)Nc1ccccc1OC (centres undefined)	5	0.8	30	20	22	-2	11	33
30	CCOc1ccc(C(=O)SC2=NCCS2)cc1	2	-1.2	10	10	14	-3	13	48
31	CC1(c2nnc(Cc3ccccc3)o2)CC(c2ccc(OC(F)(F)F)cc2)=NO1 (centres undefined)	-4	-2.1	28	5	-1	-5	14	18
32	O=c1[nH]c2ccccc2n1Cc1ccc(F)cc1	5	-0.9	-28	-2	-5	0	16	1

New compounds follow:
[33] CCCCc1ccc(-c2nc(N)n[nH]2)cc1
[34] c1ccc(-c2nnc3n2NC(c2ccc4c(c2)OCO4)S3)cc1 (centres undefined)
[35] CC(NC(=S)Nc1ccccc1Cl)C(c1ccccc1)N1CCOCC1 (centres undefined)
[36] CCOC(=O)c1c(NC2=NS(=O)(=O)c3ccccc32)sc2c1CCCCC2
[37] CC1(C)CC(=O)c2sc(NC(=O)C(C)(C)C)nc2C1
[38] Cc1nc(-c2cc(C#N)c(=O)[nH]c2C)cs1
[39] NC(=O)C1CCN(C(=O)CCC(=O)c2ccc(F)cc2)CC1
[40] CCCCN(C(=O)Cc1ccc(S(=O)(=O)N2CCOCC2)s1)c1c(N)n(CC(C)C)c(=O)[nH]c1=O
compound no.	33	34	35	36	37	38	39	40
697 NFkB inh	-98	-5	3	-23	-46	7	-7	6
UPR CHOP act	5.6	2.6	3.2	2.8	1.6	0.2	0.5	-0.3
tim10-1 inh	36	51*	36	-7	6	-7	-2	11
Jurkat NFkB inh	-63	-21	-5	-12	-35	5	16	10
TIM10 inh	25	58*	12	-9	11	7	-4	2
XBP1 UPR activ	6	-2	-1	-3	4	-1	-2	-2
Mdm2 MdmX PPI	-35	-23	13	23	-6	2	17	-1
tim23-1 inh	29	57*	30	7	7	3	-2	16

[41] COc1ccc(C(C(=O)NCc2ccccc2)N(Cc2cccs2)C(=O)c2cnccn2)cc1 (centres undefined)
[42] Cc1cc(C(=O)CSc2nnc(-c3cccnc3)n2-c2ccccc2F)c(C)n1C
[43] Cc1csc(N2CCCC2c2nc3cc(Cl)c(N4CCCCC4)cc3n2CCOCCO)n1 (centres undefined)
[44] COc1ccccc1OCCC(=O)OCC(=O)NC(=O)NC(C)(C)C
[45] Cc1noc(C)c1CSc1cc(C)c2ccccc2n1
[46] CC(C)[C@H](NC(=O)c1c(F)cccc1F)C(=O)Nc1cccc(Br)c1
[47] COc1cc2c(cc1/C=C1/NC(=O)N(c3ccccc3)C1=O)OCO2
[48] Cc1cccc(OCCCn2c(=O)sc3ccccc32)c1
compound no.	41	42	43	44	45	46	47	48
697 NFkB inh	20	4	1	5	-4	12	7	-31
UPR CHOP act	-1.5	-1.9	5.3	-3.3	1.5	-2.2	3.2	2.1
tim10-1 inh	18	20	14	18	12	7	10	16
Jurkat NFkB inh	-8	6	11	-17	7	-1	-16	-24
TIM10 inh	17	4	7	13	9	14	-2	4
XBP1 UPR activ	1	0	-1	-5	-1	-5	2	0
Mdm2 MdmX PPI	27	-3	12	12	28	8	16	-61
tim23-1 inh	22	9	10	4	19	12	-3	-7

[49] O=C(CSC1=NCCS1)Nc1nc(-c2ccccc2)cs1
[50] CCc1ccc(/C=C2\SC(=S)N(CCCC(=O)Nc3ccccc3C(=O)O)C2=O)cc1
[51] C/C=C(/C)C(=O)OC1Cc2c(ccc3ccc(=O)oc23)OC1(C)C (centres undefined)
[52] CCN(CC)C1=C(Cl)C(=O)C(Cl)C12OCCO2 (centres undefined)
compound no.	49	50	51	52
697 NFkB inh	-18	6	47*	-1
UPR CHOP act	3.1	-5.9	-1.5	-2.4
tim10-1 inh	19	32	-7	-14
Jurkat NFkB inh	-8	7	47	-1
TIM10 inh	13	13	-28	-8
XBP1 UPR activ	1	-6	0	-4
Mdm2 MdmX PPI	-4	17	3	14
tim23-1 inh	26	40	18	1
